Source: PubChem (several laboratories)
FXIIa inh: inhibitors of human coagulation factor XIIa | P00748 | purified FXIIa, Boc-QGR-AMC fluorogenic substrate, 2 h | hit rate 0.3% among 220,000 | AID 800 | inhibition, % at 5 µM; in the data active means inhibition above about 40%;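 further: 0% = enzyme with no compound and 100% = blank without enzyme; many of its hits are not listed in these tables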
L929 necroptosis: blocks zVAD induced death of L929 cells; viability rescue, % at 10 µM; AID 1377; hit rate 0.38% among 220,000; L929 zVAD necroptosis rescue, ATP luminescence, 24 h; with zVAD 60 µM;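 active means activation, scaled between plate controls, above about 75%, limit read from the data; inactive means activation under that limit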;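 further: 0% = zVAD with DMSO and 100% = DMSO alone without zVAD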
KLK5 inh: blocks human kallikrein 5 protease activity | Q9Y337 | AID 873 | recombinant hK5, fluorogenic AMC substrate cleavage | inhibition, % at 5 µM | hit rate 0.59% among 210,000;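 active means inhibition of 40% or more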;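 further: 0% = enzyme controls without compound and 100% = no-enzyme blanks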
FXIa inh: blocks human coagulation factor XIa protease activity; purified FXIa, Boc-Glu-Ala-Arg-AMC fluorogenic substrate; inhibition, % at 5 µM; hit rate 0.14% among 220,000; AID 798;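 active means inhibition of at least 40%; inactive means inhibition below 40%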;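 further: fluorescence of freed AMC excited at 355 nm; 0% = enzyme without compound and 100% = no enzyme blank; many of its hits are not listed in these tables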
KCC2 mod: modulates chloride dependent transport by human KCC2 | B-score of Tl+ flux slope (higher = more flux/activation; lower = inhibition) at 10 µM | Q9H2X9 | KCC2 cells, thallium flux FluoZin-2 fluorescence | AID 1456 | hit rate 2.2% among 190,000;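 active means thallium flux slope and its plate-corrected score both differing from the plate sample mean at a set confidence after two filtering rounds, in either direction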;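 further: slope of fluorescence scaled to starting intensity during 10 to 20 s after thallium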
Target sequence (Q9H2X9 whole entry, looked up): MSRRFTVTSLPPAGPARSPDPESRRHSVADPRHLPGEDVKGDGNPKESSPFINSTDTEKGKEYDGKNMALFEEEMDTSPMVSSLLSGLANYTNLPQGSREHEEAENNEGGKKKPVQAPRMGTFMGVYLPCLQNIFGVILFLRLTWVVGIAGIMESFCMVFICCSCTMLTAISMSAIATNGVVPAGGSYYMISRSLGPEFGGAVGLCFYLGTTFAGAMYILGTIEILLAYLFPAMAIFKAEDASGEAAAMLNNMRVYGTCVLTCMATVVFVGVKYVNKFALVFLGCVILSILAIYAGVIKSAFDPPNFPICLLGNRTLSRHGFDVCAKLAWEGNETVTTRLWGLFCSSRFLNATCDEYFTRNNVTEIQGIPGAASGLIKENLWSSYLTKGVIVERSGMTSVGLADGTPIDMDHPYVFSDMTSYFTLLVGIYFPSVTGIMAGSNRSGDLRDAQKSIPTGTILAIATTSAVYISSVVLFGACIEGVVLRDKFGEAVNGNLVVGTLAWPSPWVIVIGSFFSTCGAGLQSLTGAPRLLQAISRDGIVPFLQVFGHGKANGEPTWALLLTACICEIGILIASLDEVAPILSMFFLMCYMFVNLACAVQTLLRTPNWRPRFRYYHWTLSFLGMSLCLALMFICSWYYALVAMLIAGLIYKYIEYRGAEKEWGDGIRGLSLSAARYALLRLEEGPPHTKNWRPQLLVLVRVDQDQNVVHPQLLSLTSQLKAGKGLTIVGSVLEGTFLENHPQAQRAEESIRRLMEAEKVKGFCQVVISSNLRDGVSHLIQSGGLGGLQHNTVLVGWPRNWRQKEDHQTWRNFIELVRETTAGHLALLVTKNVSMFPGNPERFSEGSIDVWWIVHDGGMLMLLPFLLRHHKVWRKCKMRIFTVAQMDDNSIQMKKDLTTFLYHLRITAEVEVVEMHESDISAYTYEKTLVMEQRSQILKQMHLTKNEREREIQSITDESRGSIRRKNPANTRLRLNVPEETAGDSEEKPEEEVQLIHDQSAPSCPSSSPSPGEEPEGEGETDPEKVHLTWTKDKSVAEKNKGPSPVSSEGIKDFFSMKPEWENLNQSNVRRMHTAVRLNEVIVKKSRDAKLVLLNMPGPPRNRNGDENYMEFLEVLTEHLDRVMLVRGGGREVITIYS
thrombin 1536: blocks human thrombin protease activity. alpha-thrombin, Boc-VPR-AMC fluorogenic substrate cleavage. P00734. AID 1046. hit rate 0.26% among 220,000. inhibition, % at 5 µM;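 active means inhibition at or above 40%; inactive means inhibition below 40%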;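 further: 0% = enzyme with no compound and 100% = wells without enzyme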
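Material: human alpha-thrombin protein. Incubation: reaction at ambient temperature. Technique: fluorescence of released AMC, ex 355 nm, em 460 nm. Control set: no-compound enzyme wells and no-enzyme blanks. Also added: Boc-VPR-AMC substrate, 15 µM final. Buffer or medium: pH 7.5 Tris (50 mM) with NaCl 150 mM, Tween 20 0.05%.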
Hck-Nef inh: human Hck-Nef kinase inhibition; P08631; Recombinant Hck-YEEI plus Nef, Z-Lyte FRET kinase assay; inhibition, % at 20 µM; hit rate 0.68% among 220,000;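 active means Hck-Nef kinase inhibition above about 50%, limit read from the data; inactive means inhibition below that limit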;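 further: 0% = DMSO with Hck plus Nef and 100% = Hck alone without Nef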
TNF death inh: TNF-alpha cell death inhibition in Jurkat FADD-/- cells; Jurkat FADD-/- TNF necroptosis rescue, ATP luminescence, 24 h; 0 = TNF only, 100 = no-TNF cells; activation (protection from cell death), % at 10 µM; hit rate 0.068% among 220,000;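 active means activation, meaning protection from cell death, of at least 50% relative to plate controls; inactive means activation below 50%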;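 further: necroptosis triggered by 40 ng/mL TNF-alpha added together with compound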
Rad51 HR inh: Rad51 (human) homologous recombination inhibition; inhibition, % at 10 µM; hRad51 DNA strand exchange, fluorescence dequenching; Q06609; hit rate 0.085% among 200,000;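 active means inhibition above 40% at the single screening dose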;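 further: 0% = DMSO control wells and 100% = blanks with heterologous ssDNA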
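Material: Human Rad51 nucleoprotein filaments preassembled on unlabelled ssDNA | Also added: Labelled 47-mer dsDNA for strand exchange | Dosing: Single dose, 10 µM final compound | Schedule: 30-min compound preincubation and 15-min exchange, both room temperature | Technique: Fluorescence dequenching at 485/520 nm | Measure: Percent inhibition relative to plate controls and blanks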
* marks the source's active call; other numbers are inactive results; . = not tested or not shown.

Key to letters: A = FXIIa inh; B = L929 necroptosis; C = KLK5 inh; D = FXIa inh; E = KCC2 mod; F = thrombin 1536; G = Hck-Nef inh; H = TNF death inh; I = Rad51 HR inh
O=C(NC1(C(F)(F)F)NC(=O)N(C2CCCCC2)C1=O)c1ccco1 (stereo not drawn)
  A: 6	B: -0.4	C: .	D: -1	E: 0.89	F: -4	G: -2	H: -1.0	I: -2

Cc1ccc(-c2nc(CN(C)C)cc(CN(C)C)c2O)cc1
  A: 2	B: -0.2	C: -3	D: -8	E: -0.22	F: -5	G: 1	H: 2.6	I: -1

Cc1ccc2[nH]c3c(N4CCc5ccccc5C4)ncnc3c2c1
  A: -12	B: 0.5	C: 1	D: -10	E: -0.19	F: -3	G: 1	H: -20	I: 2

CC(C)NC(=O)C1CCCN(S(C)(=O)=O)C1 (stereo not drawn)
  A: -3	B: 0.1	C: 4	D: -11	E: -0.0071	F: -18	G: -1	H: -0.6	I: 4

COC(=O)c1cc(OC)c(OC)cc1NC(=O)c1c(C)noc1C
  A: .	B: -0.3	C: .	D: .	E: 0.53	F: .	G: 9	H: -0.5	I: .

O=C(/C=C/c1ccc([N+](=O)[O-])cc1)Nc1ncc([N+](=O)[O-])s1
  A: 6	B: 0.2	C: -3	D: -2	E: -0.16	F: -3	G: 10	H: -3.8	I: -7

CC(=O)c1cnc(SCC(=O)O)nc1C
  A: 7	B: 4.9	C: 7	D: 0	E: 1	F: -9	G: 23	H: 1.2	I: 33

COc1ccc(CCNC(=O)COC(=O)c2cc(OC)c(OC)cc2OC)cc1
  A: 4	B: -1.0	C: -1	D: -2	E: 0.67	F: -11	G: 16	H: 1.7	I: -54

CC(OC(=O)CNC(=O)C12CC3CC(CC(C3)C1)C2)C(=O)Nc1ccc(N2CCOCC2)cc1 (stereo not drawn)
  A: 18	B: -0.2	C: -9	D: 2	E: -0.34	F: 0	G: -1	H: 1.3	I: 3

CCCN(CC1CC1)C(=O)COC(=O)c1ccc(CNS(=O)(=O)c2ccc(F)c(Cl)c2)cc1
  A: 8	B: 0.6	C: 7	D: 8	E: -0.0055	F: -2	G: 5	H: 1.2	I: 10

O=S1(=O)N=C(N2CCN(Cc3ccc4c(c3)OCO4)CC2)c2ccccc21
  A: 5	B: -0.2	C: 3	D: 7	E: -1.2	F: -3	G: 1	H: 0.7	I: 5

COc1ccc(OC)c(C2=NNC(=NCc3ccc4c(c3)OCO4)SC2)c1
  A: 20	B: 0.9	C: -15	D: 21	E: -1.3	F: -4	G: 8	H: 10	I: 2

CCOCCCNC(=O)C1c2ccccc2C(=O)N2CCc3ccccc3C12 (stereo not drawn)
  A: 1	B: -0.2	C: 9	D: -7	E: .	F: -7	G: 0	H: -3.0	I: 3

O=C(Nc1cccc(NC(=O)c2cccs2)c1)c1cccnc1
  A: 11	B: 72	C: -8	D: 2	E: -0.19	F: -1	G: 21	H: 2.6	I: 11

CC(=O)Nc1ccc(N2CC(C)(C)C2=O)cc1
  A: 6	B: 2.9	C: -2	D: -4	E: 0.38	F: -6	G: 22	H: 0.6	I: 7

Cn1c(N2CCC(C(N)=O)CC2)nc2c1c(=O)n(Cc1ccc(Cl)cc1)c(=O)n2C
  A: 2	B: 2.7	C: -1	D: -4	E: .	F: -6	G: 5	H: 0.7	I: -4

CNC(=S)N/N=C/c1c(C)nn(-c2ccccc2)c1Cl
  A: 10	B: -0.8	C: 2	D: 3	E: 1.2	F: 2	G: 8	H: -1.6	I: 9

Cc1ccc2cc(C)c(N3CCN(c4ccccn4)CC3)nc2c1
  A: 0	B: -0.2	C: 3	D: 3	E: 1.3	F: -2	G: 7	H: 2.5	I: -5

CCNC(=O)c1cc(S(=O)(=O)N(C)C)c(Cl)cc1Cl
  A: 0	B: 4.4	C: -6	D: -8	E: 0.45	F: 2	G: 10	H: 0.8	I: 7

O=C(NC(Cc1c[nH]c2ccccc12)C(=O)N/N=C/c1cccc2ccccc12)c1cccs1 (stereo not drawn)
  A: 3	B: 3.8	C: -10	D: -1	E: -0.35	F: -3	G: -20	H: -0.5	I: 9

O=C(O)c1ccccc1NS(=O)(=O)c1ccccc1C(F)(F)F
  A: 10	B: 0.4	C: -16	D: 3	E: -0.077	F: -4	G: 10	H: -0.2	I: 7

COc1ccc(-c2cc(C(=O)Nc3c(C)nn(Cc4ccccc4Cl)c3C)no2)cc1
  A: 2	B: 0.5	C: 4	D: 1	E: -0.98	F: -2	G: 13	H: -1.4	I: 4

CC1=C(C(=O)Nc2ccccc2F)C(c2cccs2)NC(=S)N1 (stereo not drawn)
  A: 9	B: -0.8	C: 14	D: 6	E: -0.46	F: 1	G: 13	H: 0.0	I: -4

O=c1oc(-c2cccs2)nc2sc3c(c12)CCC3
  A: -2	B: -0.1	C: -20	D: -5	E: 0.46	F: -11	G: 1	H: -4.1	I: -4

CC(C)CCNC(=O)C(c1cccs1)N(CC1CCCO1)C(=O)Cn1nnc2ccccc21 (stereo not drawn)
  A: 7	B: -0.1	C: 8	D: -2	E: -0.17	F: -6	G: 0	H: -0.2	I: -4

CCC(=O)Nc1ccc(Cl)c(NC(=O)C(C)C)c1
  A: 2	B: 0.4	C: -14	D: -3	E: 1.2	F: 0	G: 8	H: -0.6	I: -1

C/C(=N/NC(=O)C1CCN(S(=O)(=O)c2ccc(C)cc2)CC1)c1cccc([N+](=O)[O-])c1
  A: 15	B: 0.5	C: -12	D: 5	E: -0.75	F: 4	G: 1	H: -0.7	I: 11

COC(=O)c1cccc(NC(=O)CCNC(=O)c2ccc([N+](=O)[O-])cc2)c1
  A: 13	B: 0.5	C: -9	D: 5	E: 0.38	F: -9	G: 4	H: 0.9	I: 6

COc1ccc(/C=N/NC(=O)c2nn(-c3ccccc3)c(=O)c3c(N)scc23)cc1
  A: -1	B: 0.2	C: 7	D: -7	E: 0.12	F: -1	G: -1	H: -5.8	I: -5

CCCCNC(=O)C1CCCN1C(=O)Nc1ccccc1 (stereo not drawn)
  A: 7	B: 0.8	C: -9	D: 4	E: 0.044	F: -2	G: 3	H: -1.2	I: -5

CC(=O)NCCCC(=O)NN1C(=S)N(Cc2ccccc2)C(=O)C1CC(=O)Nc1cccc(C)c1 (stereo not drawn)
  A: 2	B: 4.0	C: -2	D: -4	E: -1.6	F: -1	G: 19	H: 0.7	I: 3

COCc1cnc(C)nc1N
  A: 9	B: 0.6	C: 6	D: 13	E: -0.58	F: .	G: 12	H: 1.3	I: 8

Cc1ccc2nc(/C(C#N)=C\c3ccc([N+](=O)[O-])o3)[nH]c2c1
  A: 13	B: 41	C: 11	D: 7	E: -0.62	F: 10	G: 3	H: -8.9	I: 7

COc1ccc(CSc2nc(C)cc(=O)[nH]2)cc1Br
  A: 22	B: 0.8	C: 6	D: 13	E: .	F: -8	G: 0	H: -1.9	I: 5

COc1ccc(NC(=O)C(Sc2nnc(-c3ccncc3)n2-c2ccccc2C)c2ccccc2)cc1Cl (stereo not drawn)
  A: 24	B: -0.2	C: -12	D: 19	E: -0.29	F: -3	G: 4	H: -1.0	I: -55

CSc1nc(Oc2ccc(F)cc2)c2ccccc2n1
  A: 11	B: -0.3	C: -2	D: 0	E: .	F: 1	G: 1	H: -2.6	I: -3

Cc1ccc(CN2CN(S(=O)(=O)c3cccs3)c3nc4ccccc4nc32)cc1
  A: 16	B: 1.3	C: -7	D: 5	E: .	F: 1	G: 0	H: 1.0	I: .

O=C(C1CCCCC1)N1CCN=C1SCc1cccc([N+](=O)[O-])c1
  A: 3	B: 0.2	C: 5	D: 0	E: -0.54	F: 2	G: 1	H: 6.1	I: .

COCCn1c(=NC(=O)CN2C(=O)CCC2=O)sc2cc(S(N)(=O)=O)ccc21
  A: 4	B: 0.9	C: -15	D: -15	E: 1.1	F: -3	G: 2	H: 1.6	I: 16

COC(=O)c1ccc(/C=N/N2CCN(Cc3ccccc3)CC2)cc1
  A: 5	B: 0.0	C: 0	D: -7	E: .	F: -4	G: 4	H: -1.0	I: 7

Cc1cc(C)c(NC(=O)Cn2cnc3c(oc4ccccc43)c2=O)c(C)c1
  A: 10	B: 5.8	C: 3	D: 1	E: -1.1	F: -5	G: 18	H: -0.5	I: 3

CC1(C)NC(=O)N(CC(O)COc2ccccc2C(=O)Nc2ccccc2)C1=O (stereo not drawn)
  A: 18	B: 2.8	C: -20	D: 8	E: 0.54	F: 5	G: -6	H: 0.4	I: 2

O=C(COc1nncc2ccccc12)NCCC1=CCCCC1
  A: -7	B: -0.2	C: 5	D: -5	E: .	F: -5	G: -1	H: -2.4	I: 4

O=C(N/N=C/c1cc([N+](=O)[O-])c(N2CCOCC2)cc1N1CCOCC1)c1cccnc1
  A: 13	B: 0.3	C: -1	D: -2	E: 0.009	F: 9	G: -1	H: 0.3	I: 19

CCOC(=O)c1cn(CC)c2cc(N3CCSCC3)c(F)cc2c1=O
  A: 12	B: 0.6	C: 6	D: 0	E: 8*	F: -3	G: 1	H: -1.1	I: -2

O=C(CSc1ncnc2scc(-c3ccccc3)c12)NCc1ccc2c(c1)OCO2
  A: 4	B: 0.0	C: -6	D: 3	E: -1.1	F: -2	G: 2	H: 2.4	I: -2

CC(/C=C/c1ccc(N(C)C)cc1)=N\N=C1\NC(=O)CC(C(=O)Nc2ccccc2)S1 (stereo not drawn)
  A: 11	B: 0.8	C: -17	D: 8	E: -0.12	F: -1	G: 4	H: 3.0	I: -52

CCOC(=O)c1[nH]c(C)c(C(=O)NC(C)(C)C)c1C
  A: 15	B: 1.1	C: -6	D: -3	E: .	F: 0	G: 1	H: 1.4	I: 2

COc1ccccc1/C=C/C(=O)OCC(=O)NCCC1=CCCCC1
  A: 10	B: 0.8	C: 2	D: 0	E: -1.4	F: 3	G: 5	H: -1.8	I: 11

Cc1ccc(C2CC2C(=O)NNC(=S)Nc2ccc(Cl)cc2)cc1 (stereo not drawn)
  A: 4	B: -0.7	C: -87	D: 2	E: -0.57	F: -1	G: -8	H: -0.6	I: -7

Cc1cc(C(=O)NNS(=O)(=O)c2ccc(C(C)(C)C)cc2)nn1C(C)(C)C
  A: 3	B: 0.6	C: 6	D: 5	E: 0.14	F: -5	G: 7	H: 5.5	I: 13

Complete entries from above. Order of values: FXIIa inh, L929 necroptosis, KLK5 inh, FXIa inh, KCC2 mod, thrombin 1536, Hck-Nef inh, TNF death inh, Rad51 HR inh
Record of CCOC(=O)c1[nH]c(C)c(C(=O)NC(C)(C)C)c1C → 15, 1.1, -6, -3, ., 0, 1, 1.4, 2
Record of Cc1ccc(C2CC2C(=O)NNC(=S)Nc2ccc(Cl)cc2)cc1 (stereo not drawn) → 4, -0.7, -87, 2, -0.57, -1, -8, -0.6, -7
Record of Cc1cc(C(=O)NNS(=O)(=O)c2ccc(C(C)(C)C)cc2)nn1C(C)(C)C → 3, 0.6, 6, 5, 0.14, -5, 7, 5.5, 13
Record of COc1ccccc1/C=C/C(=O)OCC(=O)NCCC1=CCCCC1 → 10, 0.8, 2, 0, -1.4, 3, 5, -1.8, 11

Structures above shown as hits in KCC2 mod.
compound,FXIIa inh,KLK5 inh,FXIa inh,KCC2 mod,thrombin 1536,Hck-Nef inh,Rad51 HR inh
CCOC(=O)c1cn(CC)c2cc(N3CCSCC3)c(F)cc2c1=O,12,6,0,8*,-3,1,-2

The list is partial. The share of hits here may be higher or lower than overall.
